Screening results: PubChem, Broad Institute
FN deposit inh = fibronectin deposition inhibition | AH1F fibroblasts, Alexa488-fibronectin deposition fluorescence, overnight | inhibition, % at 12.6 µM | 350,000 compounds, 0.086% hits;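 active = mean inhibition across replicates of 30% or more, regardless of how many single replicates reach that level; inconclusive = mean under 30% yet at least half of replicates reach 30%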;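 note: positive control wells lacked labelled fibronectin entirely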
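Assay system: AH1F fibroblast monolayer, labelled fibronectin deposition. Amount: 10000 cells per well. Also added: labelled fibronectin 24 nM. Compound: single-point pinned compound. Incubation: cell attachment 1 h, compound and FN exposure overnight. Detection: fluorescence after three HBSS washes, excitation 485 nm, emission 525 nm. Read-out: inhibition of fibronectin deposition signal.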
PAX8 reporter = PAX8 transcriptional activity inhibition | RMG-I TPO-luciferase reporter, SteadyGlo, 24 h | inhibition, % at 12.6 µM | 360,000 compounds, 1.2% hits | AID 652154;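 active = mean replicate inhibition at least 60% with every replicate also reaching 60%; inconclusive = only one of the two criteria is met; inactive = mean below 60% and not all replicates reaching 60%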;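 note: luciferase light reporting Pax8 driven TPO promoter activity; plate controls were median of neutral control wells for no effect and mitoxantrone controls for full effect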
GSIS activator = GLuc luminescence reporter in INS-1E cells, primary screen for activators of glucose-dependent secretion of insulin | INS-1E GLuc reporter insulin secretion, 2-3 h | activation, % at 16.6 µM | 370,000 compounds, 0.61% hits | AID 743287;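 active = lowest replicate activation of at least 40%, so every replicate reaches that level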;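 note: 0% = median of neutral control wells and 100% = median of IBMX positive control wells; some compounds called inactive have numbers as strong as hits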
DENV2 CPE rescue = inhibitors of DENV2 cytopathic effect. 350,000 compounds, 1.7% hits. DENV2-infected cells, cytopathic effect rescue, plate reader. CPE inhibition, % at 9.99 µM; in the data active = CPE inhibition above about 20%, passing the limit was not always enough; inconclusive = no clear call, values can overlap the other calls; tested in BHK-21 cells;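 note: 0% = median of neutral control wells and 100% = median of positive control wells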
CFTR F508del cor = CFTR F508del correction in bronchial cells | CFBE cells, YFP halide quenching; stimulated with forskolin plus potentiator P3; % fluorescence drop versus neutral controls | activity (quench increase), % at 7.58 µM | 350,000 compounds, 0.36% hits;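 active = mean added fluorescence quench of at least 8% versus neutral control, with both replicates also reaching 8%; inconclusive = only one of the mean or replicate conditions met; inactive = mean below 8% and not both replicates reaching 8%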;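 note: cells transiently co-express mutant CFTR-F508del with the halide-sensitive YFP; corrector assay measuring rescue of mutant channel to the surface after 24 h compound exposure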
EWS-Fli inh = inhibitors of EWS/Fli oncoprotein transcriptional activity | A673 NR0B1-luciferase reporter, viability-normalised | inhibition, % at 12.6 µM | 350,000 compounds, 0.67% hits;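 active = mean inhibition of at least 50% after viability correction, with every replicate also passing that limit; inconclusive = mean reaches 50% but only one of two replicates passes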;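 note: firefly luciferase signal divided by Alamar Blue viability fluorescence both relative to DMSO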
miR-122 sensor = inhibitors of miR-122 in Huh7 cells. activation (reporter increase), % at 12.5 µM. 340,000 compounds, 0.3% hits. Huh7 miR-122 Renilla luciferase sensor, 48 h; neutral wells = 0, positive control = 100. AID 602342;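 active = mean replicate activation score at least 90 and every replicate individually at or above 90; inconclusive = only one of the two criteria met; inactive = neither criterion met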;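 note: higher luciferase means less miR-122 activity so hits act as miR-122 inhibitors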
The depositor's hits bear a star; ? = inconclusive; / = no result given; [ ] = remark or other dose.

The first 9 records (preview)
No. | canonical_smiles | FN deposit inh | PAX8 reporter | GSIS activator | DENV2 CPE rescue | CFTR F508del cor | EWS-Fli inh | miR-122 sensor
1 | CCOC(=O)CSc1nc2ccsc2c(=O)n1C1CCN(C(=O)OCC)CC1 | / | / | -33.7 | 1.9 | 1.7 | -2.4 | -2.8
2 | CCOC(=O)N1CCN(C(=O)c2ccc(S(=O)(=O)Nc3ccc(C)cc3)cc2)CC1 | -12.0 | / | -42.1 | -3.6 | 4.2 | 15.0 | /
3 | Cc1ccc(C(=O)CSc2nnc(CNc3ccc(C)cc3C)n2Cc2ccco2)cc1 | 0.2 | 6.5 | -34.9 | / | / | / | 1.0
4 | COc1ccccc1CNC(=O)c1nn(-c2ccc(C)cc2)c(=O)c2c1c1ccccc1n2C | -1.0 | / | 2.9 | / | / | / | 17.3
5 | COc1ccc(NC(=O)CSc2nnc(C3CCCCC3)n2N)c(OC)c1 | -1.9 | -1.7 | / | 2.9 | 1.8 | -6.8 | -5.5
6 | O=C(O)C1Nc2c(Cl)cc(Cl)c(Cl)c2C2C=CCC12 (stereo not drawn) | -3.2 | 9.0 | -3.9 | 5.4 | 0.8 | 1.7 | -2.0
7 | COc1ccccc1CNc1nc(NCCOc2ccccc2Cl)c2sccc2n1 | / | 15.5 | -3.1 | -7.5 | -3.1 | 28.4 | -7.0
8 | CC1=NN(c2ccc(C)c(C)c2)C(=O)/C1=C/c1ccc2c(c1)n(C)c(=O)n2C | -2.7 | 12.4 | 10.3 | / | / | / | /
9 | CCOc1cc(/C=C(/NC(C)=O)C(=O)O)cc(Cl)c1OCc1ccc(Br)cc1 | 1.6 | -10.7 | -19.8 | 10.9 | -3.3 | 5.2 | 2.5

Main list, from the start:
No. | canonical_smiles | FN deposit inh | PAX8 reporter | GSIS activator | DENV2 CPE rescue | CFTR F508del cor | EWS-Fli inh | miR-122 sensor
1 | CCOC(=O)CSc1nc2ccsc2c(=O)n1C1CCN(C(=O)OCC)CC1 | / | / | -33.7 | 1.9 | 1.7 | -2.4 | -2.8
2 | CCOC(=O)N1CCN(C(=O)c2ccc(S(=O)(=O)Nc3ccc(C)cc3)cc2)CC1 | -12.0 | / | -42.1 | -3.6 | 4.2 | 15.0 | /
3 | Cc1ccc(C(=O)CSc2nnc(CNc3ccc(C)cc3C)n2Cc2ccco2)cc1 | 0.2 | 6.5 | -34.9 | / | / | / | 1.0
4 | COc1ccccc1CNC(=O)c1nn(-c2ccc(C)cc2)c(=O)c2c1c1ccccc1n2C | -1.0 | / | 2.9 | / | / | / | 17.3
5 | COc1ccc(NC(=O)CSc2nnc(C3CCCCC3)n2N)c(OC)c1 | -1.9 | -1.7 | / | 2.9 | 1.8 | -6.8 | -5.5
6 | O=C(O)C1Nc2c(Cl)cc(Cl)c(Cl)c2C2C=CCC12 (stereo not drawn) | -3.2 | 9.0 | -3.9 | 5.4 | 0.8 | 1.7 | -2.0
7 | COc1ccccc1CNc1nc(NCCOc2ccccc2Cl)c2sccc2n1 | / | 15.5 | -3.1 | -7.5 | -3.1 | 28.4 | -7.0
8 | CC1=NN(c2ccc(C)c(C)c2)C(=O)/C1=C/c1ccc2c(c1)n(C)c(=O)n2C | -2.7 | 12.4 | 10.3 | / | / | / | /
9 | CCOc1cc(/C=C(/NC(C)=O)C(=O)O)cc(Cl)c1OCc1ccc(Br)cc1 | 1.6 | -10.7 | -19.8 | 10.9 | -3.3 | 5.2 | 2.5
10 | COc1ccc(-c2c(-c3ccc(OCC(=O)NN)cc3O)n[nH]c2C(F)(F)F)cc1 | -1.9 | -17.9 | -20.7 | / | / | / | /
11 | Cc1c(Cl)ccc2sc(NC(=O)CN3C(=O)c4ccccc4C3=O)nc12 | 4.1 | -13.0 | / | 2.7 | 0.2 | 7.1 | -4.3
12 | O=C(CSc1n[nH]c(-c2ccccc2)n1)NC(=O)NCc1ccco1 | / | / | -2.9 | / | -0.9 | -1.3 | -12.3
13 | COc1ccc(N2CCN(S(=O)(=O)c3cn(C)cn3)CC2)cc1 | 2.7 | -13.8 | 8.1 | 1.0 | 1.4 | 5.5 | 0.7
14 | Cc1noc(C)c1NC(=O)N(C)C[C@H]1Oc2c(NC(=O)Nc3ccc(C(F)(F)F)cc3)cccc2C(=O)N([C@H](C)CO)C[C@H]1C | / | / | / | 8.2 | -2.0 | 7.8 | -6.0[16.7 µM]
15 | Oc1ccc(N=Nc2cccc(Cl)c2)cc1C=Nc1ccc(N2CCOCC2)cc1 | 4.8 | 28.0 | / | 13.8 | -2.2 | -19.2 | /
16 | CCOc1ccc(-c2cc(C(=O)N3CCN(c4ccccn4)CC3)c3ccccc3n2)cc1 | / | / | 9.5 | -5.0 | 11.6* | -7.1 | 2.8
17 | COc1cc(/C=C/CNC[C@H]2O[C@@H](n3ccc(=O)[nH]c3=O)[C@H](O)[C@@H]2O)ccc1O | -5.6 | -5.9 | -5.6 | -2.6 | 1.4 | -5.7 | -1.8
18 | CCCN(CC(=O)Nc1ccccc1OC)C(=O)CCNC(=O)c1ccccc1OC | -13.7 | -11.1 | 5.7 | -0.9 | -2.3 | -13.6 | -8.7
19 | CC(=O)c1cc(C(=O)N2CCc3c([nH]c4ccccc34)C2CC(C)C)[nH]n1 (stereo not drawn) | 5.1 | 19.7 | -12.2 | 4.6 | 4.3 | 18.7 | 4.1
20 | O=C([C@H]1[C@H](CO)[C@H]2Cn3c(cccc3=O)[C@H]2N1CCC(F)(F)F)N1CCCCC1 | / | / | -1.0 | -14.9 | / | -3.9 | /
21 | Cc1ccccc1-n1nnnc1SCc1cc(=O)n2ccsc2n1 | -9.2 | -14.0 | 14.8 | 3.4 | 1.9 | 1.4 | 9.1
22 | COc1ccc(NC(=O)Nc2ccc3c(c2)C(=O)N([C@H](C)CO)C[C@@H](C)[C@H](CN(C)Cc2ccc4c(c2)OCO4)O3)cc1 | -5.7 | -2.6 | -11.5 | -8.3 | 2.0 | -1.7 | -0.9[16.7 µM]
23 | C[C@H]1CN([C@@H](C)CO)C(=O)c2c(c3ccccc3n2C)-c2ccccc2CO[C@H]1CN(C)C(=O)Nc1cccc(Cl)c1Cl | -2.0 | 23.6 | 17.5 | 1.8 | -0.1 | 3.8 | /
24 | CN1CCN(C(=O)C[C@@H]2C[C@@H]3c4cc(NS(C)(=O)=O)ccc4O[C@@H]3[C@@H](CO)O2)CC1 | -1.2 | 5.2 | 11.2 | 5.1 | 0.1 | -1.0 | 0.5[16.7 µM]
25 | CCCCCCCC(=O)Oc1ccc(C(=O)Nc2cc(C)on2)cc1 | -4.1 | -25.0 | -15.8 | -1.9 | 2.2 | -42.8 | /
26 | C/C(CC(=O)Nc1c(C)cc(C)cc1C)=N\NC(=O)OC(C)(C)C | 12.1 | -61.9 | 9.5 | / | / | / | /
27 | CC/C(=N/NC(=O)CCC(=O)Nc1ccccc1OC)c1ccccc1 | -4.1 | 6.7 | 10.0 | / | / | / | -5.7
28 | CCOc1ccc(C2C3=C(CC(C)(C)CC3=O)N(CC(=O)O)C3=C2C(=O)CC(C)(C)C3)cc1OCC | 0.1 | 10.1 | -3.7 | -3.3 | 1.0 | -9.5 | 2.0
29 | CCOC(=O)[C@]12CCC=C1N(Cc1cccc3ccccc13)C(=O)[C@H](CC(=O)NCc1cccs1)C2 | 7.6 | -16.4 | -13.3 | -4.8 | -2.0 | -1.0 | /
30 | COc1ccc2c3c([nH]c2c1)[C@@H](CO)N(Cc1ccccc1Cl)CC31CN(C(=O)C2CC2)C1 | -1.9 | / | 1.2 | 23.2* | 0.5 | 8.7 | /
31 | CC(C)n1c(CN2CCN(C(=O)c3ccco3)CC2)nc2c1c(=O)n(C)c(=O)n2C | 1.4 | / | 18.4 | ? | 2.0 | 9.9 | /
32 | COc1cccc(S(=O)(=O)Nc2ccc3c(c2)[C@@H]2C[C@@H](CC(=O)O)O[C@@H](CO)[C@@H]2O3)c1 | -2.3 | -7.2 | 4.0 | 1.2 | 1.5 | 1.6 | 3.3[16.7 µM]
33 | COc1ccc(S(=O)(=O)N(CC(=O)NC2CC2)C2CCCCC2)cc1Cl | 5.7 | / | 4.4 | / | / | / | -7.2
34 | COc1cccc(-c2nn[nH]n2)c1O | 4.4 | -7.7 | 15.3 | / | / | / | -6.7
35 | COc1ccc(C2C(C#N)=C(N)Nc3onc(C(C)(C)C)c32)c(OC)c1 (stereo not drawn) | / | 11.6 | -2.1 | / | / | / | -1.9
36 | FC(F)(F)c1cc(-c2ccco2)nc(NCc2cccs2)n1 | 0.6 | 3.6 | / | / | / | / | 6.5
37 | Cc1nc(CN2CCN(Cc3nc(C(c4ccccc4)c4ccccc4)no3)CC2)cs1 | -5.4 | 6.3 | 4.2 | -5.9 | -1.4 | 0.1 | -4.8
38 | COC(=O)c1sccc1NC(=O)Nc1ccccc1C | 0.0 | -7.1 | 24.5 | -7.9 | -3.0 | -4.1 | -7.3
39 | Nc1ncnc2c1ncn2[C@@H]1O[C@H](CNS(=O)(=O)C2CC2)[C@@H](O)[C@H]1O | 10.9 | 0.2 | 7.8 | 18.1 | -3.9 | 2.8 | /
40 | O=C(CN1CCN(c2ccc(O)cc2)CC1)NC(c1ccccc1)c1ccccc1 | / | 15.5 | -5.6 | 18.2 | 1.7 | 2.4 | /
41 | COc1ccc(N2CCN(CC(=O)Nc3ccc(C)c(C)c3)CC2)cc1 | -0.5 | 20.0 | -1.1 | 1.4 | -2.4 | 11.9 | -0.4
42 | O=C(C1CC1)N1CC(=O)N2[C@H](CO)[C@@H](c3ccc(Br)cc3)[C@H]2C1 | 14.0 | -16.0 | -6.5 | 10.5 | 0.6 | 0.1 | /
43 | OC(c1ccccn1)C1CCN(Cc2nc(C(c3ccccc3)c3ccccc3)no2)CC1 (stereo not drawn) | -1.1 | 9.0 | -6.0 | -0.6 | / | 12.3 | /
44 | O=C([C@H](Cc1ccc(O)cc1)n1cc(CCO)nn1)N1CCNCC1 | -0.3 | -29.2 | 17.1 | -6.9 | -0.9 | -7.4 | 6.4
45 | COc1ccc(N2CC(C(=O)Nc3cccnc3)CC2=O)cc1 (stereo not drawn) | 5.0 | -17.4 | 9.3 | -5.1 | 0.8 | / | -10.5
46 | CN(C)CCCNC(=O)C[C@H]1CC[C@H]2[C@H](COc3ccc(NC(=O)c4ccc5c(c4)OCO5)cc3C(=O)N2C)O1 | 1.3 | -36.7 | 3.6 | 6.7 | 1.6 | -18.7 | -10.2[16.7 µM]
47 | CCOc1ccc(C(=O)NC(C(=O)N2CCC2)C(C)C)cc1 (stereo not drawn) | -8.1 | / | 1.8 | 3.0 | -5.4 | 0.3 | /
48 | Clc1ccc(C(c2ccccc2)N2CCN(c3ccccn3)CC2)cc1 (stereo not drawn) | 4.4 | 12.9 | -6.1 | -5.8 | -1.4 | 9.7 | 5.1
49 | O=C1Nc2ccc(S(=O)(=O)N(CCO)CCO)c3cccc1c23 | -10.2 | -1.7 | 28.5 | -3.7 | 2.2 | 3.0 | -5.6
50 | C/C=C/c1ccc([C@H]2[C@@H](CO)N3CCCCN(S(=O)(=O)c4ccc(F)cc4)C[C@@H]23)cc1 | / | -20.2 | -7.4 | 12.3 | 0.9 | 2.1 | -4.1[16.7 µM]
51 | COc1ccccc1[C@@H]1C(c2cccc(C)c2)=NN(c2ccccc2)[C@H]1C(=O)N1CCOC1=O | 8.7 | 15.7 | 25.4 | -7.2 | -1.0 | 0.3 | 4.9
